Mtb RmlCD inh: M. tuberculosis RmlC/RmlD coupled enzyme inhibitors, primary screen, biochemical, compound mixtures, 384-well, from 1536-well plates | hit rate 0.03% among 160,000 | AID 1533, 2009 | inhibition, % at 3.6 µM | RmlC+RmlD coupled enzyme assay, percent inhibition; primary screen in compound mixtures | dTDP-4-dehydrorhamnose reductase (Mycobacterium tuberculosis (strain ATCC 25618 / H37Rv)) …; in the data active = inhibition mostly above about 34%, no sharp cut-off; note: some results filed as inactive read as strong as hits
Target sequence (P9WH09 whole entry, looked up): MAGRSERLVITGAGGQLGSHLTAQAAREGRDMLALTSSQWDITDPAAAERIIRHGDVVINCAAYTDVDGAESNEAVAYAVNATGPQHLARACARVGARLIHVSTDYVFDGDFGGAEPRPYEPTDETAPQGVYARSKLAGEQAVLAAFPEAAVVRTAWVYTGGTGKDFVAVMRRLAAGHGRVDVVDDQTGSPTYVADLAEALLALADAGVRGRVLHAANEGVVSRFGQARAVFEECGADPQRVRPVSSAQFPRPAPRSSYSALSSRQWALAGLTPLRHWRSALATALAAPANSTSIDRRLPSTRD
Target sequence (P9WH11 whole entry, looked up): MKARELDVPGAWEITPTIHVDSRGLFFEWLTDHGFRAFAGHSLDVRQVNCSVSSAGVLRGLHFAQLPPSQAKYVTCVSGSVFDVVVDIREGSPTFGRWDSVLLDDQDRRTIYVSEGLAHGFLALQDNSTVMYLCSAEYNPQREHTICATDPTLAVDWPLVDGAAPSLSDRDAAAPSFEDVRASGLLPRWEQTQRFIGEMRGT
GlmU inhibition: inhibition of mycobacterial GlmU enzyme – biochemical, glucosamine-1-phosphate acetyltransferase (AID 1376); M. tuberculosis GlmU acetyltransferase enzyme assay; higher % means a stronger effect; one-dose inhibition, %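 (tested at 30 µM in the primary screen)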; IC50 in µM for titrated hits; Bifunctional protein GlmU (Mycobacterium tuberculosis (strain ATCC 25618 / H37Rv)); hit rate 0.25% among 220,000; in the data active = inhibition above about 13%;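 note: 0% = complete reaction with vehicle and 100% = reaction without substrate; strong numbers were not always called active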
An asterisk follows results filed as active; · = not tested or not shown; & = joins results of further samples.

structure	Mtb RmlCD inh	GlmU inhibition
CCN(CC)CC(=O)Nc1ccc(Cl)cc1C(=O)c1ccccc1	·	0.7%
Cc1onc(-c2c(Cl)cccc2Cl)c1NC(=O)NNc1ccccc1	-10	-1.3%
COC(=O)/C(=N/Nc1ccccc1Cl)Sc1nnc(C(O)c2ccccc2)n1-c1ccccc1 (centres undefined)	0	-0.9%
Cn1c(C(=O)OCC(=O)NCCc2ccccc2)cc2sccc21	5	7.4%
COc1ccc(OC)c(CCNC(=O)C2CCN(c3nnc(-n4cccc4)s3)CC2)c1	6	-0.9%
Nc1ncnc2nc(Sc3ccc(Cl)cc3)[nH]c12	·	0.9%
Cc1occc1C(=O)NCc1cccc(CNC(=O)c2ccoc2C)c1	101	-0.1%
NS(=O)(=O)c1ccc(NC(=O)COC(=O)c2cc(Cl)ccc2[N+](=O)[O-])cc1	·	5.1%
O=C(/C=C/c1cccc(F)c1)Nc1ccc(S(=O)(=O)Nc2ncccn2)cc1	14	·
COc1ccccc1-n1cnnc1SCC(=O)N1CC(=O)Nc2ccccc21	7	-0.4%
CCCCN(C)Cc1c(C)[nH]c2c(Cl)cccc2c1=O	5	4.4%
CSCCC(NC(=O)OCc1ccccc1)C(=O)O (centres undefined)	·	-0.8%

Continued, overlapping the part above by 4 compounds.
structure	Mtb RmlCD inh	GlmU inhibition
O=C(/C=C/c1cccc(F)c1)Nc1ccc(S(=O)(=O)Nc2ncccn2)cc1	14	·
COc1ccccc1-n1cnnc1SCC(=O)N1CC(=O)Nc2ccccc21	7	-0.4%
CCCCN(C)Cc1c(C)[nH]c2c(Cl)cccc2c1=O	5	4.4%
CSCCC(NC(=O)OCc1ccccc1)C(=O)O (centres undefined)	·	-0.8%
Cc1nc(N2CCOCC2)nc(OCCN2CCOCC2)c1[N+](=O)[O-]	-8	4.1%
CN1CCN(c2nc(-c3ccccc3)nc3c2oc2ccccc23)CC1	·	0.0%
CNc1oc(Cc2cccc3ccccc23)nc1C#N	6	5.9%
CCNC(=O)/C(C#N)=C/c1c(N2CCOCC2)nc2ccccn2c1=O	-4	-2.9%
Cc1ccc(N2C(=O)CSC2c2cccnc2)cc1F (centres undefined)	·	1.6%
COc1ccccc1C(=O)NNC(=O)c1ccc(Cl)cc1	-4	-0.9%
CN1C(=O)CC(Sc2ncccc2C(=O)O)C1=O (centres undefined)	8	-1.1%
CCOC(=O)c1nnn(-c2nonc2N)c1COc1ccccc1	·	-3.2%
CCNS(=O)(=O)c1ccc(-c2ccc(-n3cnnn3)cc2)cc1	5	-5.9%
COc1cc(/C=C(\C#N)C(=O)NC2CCCCC2C)ccc1OS(=O)(=O)c1ccc(C)cc1 (centres undefined)	6	-6.1%
O=C(COC(=O)CCc1nc2ccccc2n1-c1ccccc1)Nc1cccc(Cl)c1	-10	-4.6%
Cn1c(N)c(C(=O)COC(=O)C2CCCC2)c(=O)n(C)c1=O	-2	-0.1%

Among those listed so far, two contain a nitro group on carbon.
structure	Mtb RmlCD inh	GlmU inhibition
NS(=O)(=O)c1ccc(NC(=O)COC(=O)c2cc(Cl)ccc2[N+](=O)[O-])cc1	·	5.1%
Cc1nc(N2CCOCC2)nc(OCCN2CCOCC2)c1[N+](=O)[O-]	-8	4.1%

Following part:
structure	Mtb RmlCD inh	GlmU inhibition
O=C(Nc1nc(-c2ccccn2)cs1)c1ccc(S(=O)(=O)N2CCCCC2)cc1	6	0.2%
CCn1nc(NC(=O)C2CCCO2)c2cc3cc(C)ccc3nc21 (centres undefined)	-3	2.5%
CCOC(=O)/C=c1\s/c(=C\c2ccc(C#N)cc2)c(=O)n1CC(=O)Nc1cccc(C)c1C	·	-3.1%
O=C(NC(=S)N1CCN(c2ccc(O)cc2)CC1)c1cccs1	5	3.2%
O=C(CN1CCCCC1)Nc1nnc(-c2ccccc2)s1	60	0.8%
O=C(Nc1ccncc1)c1ccc(S(=O)(=O)Nc2ccccc2)cc1	-13	4.9%
Cc1ccc(C(=O)NCC(c2ccc(F)cc2)N2CCOCC2)cc1 (centres undefined)	·	-0.6%
COc1ccccc1N1C(=O)C2C3C=CC(C3)C2(C)C1=O (centres undefined)	9	7.6%
COc1cccc(Cn2cccc(NC(=O)Nc3cccc(C#N)c3)c2=O)c1	-3	1.5%
CC1CCN(S(=O)(=O)c2ccc3c(c2)oc(=O)n3CC(=O)N2CCc3ccccc3C2)CC1	8	-4.2%
CCC(=O)Nc1cc(SCCO)cc([N+](=O)[O-])c1	1	7.7%
CCOc1ccc(Oc2ccc(Cl)cc2NC(=O)CCNC(C)=O)cc1	9	4.8%
Cc1c(C(=O)Nc2ccc(S(N)(=O)=O)cc2)oc2ccc(Cl)cc12	·	0.5%
O=C(CN1c2ccccc2Sc2ccccc21)NNC(=O)Nc1cccc(Cl)c1	-1	4.3%
O=C(/C=C\Nc1cccc(F)c1)c1ccc2c(c1)OCO2	0	4.8%
O=C1OCc2cc(N=Nc3c(O)[nH]c(=O)[nH]c3=O)ccc21	33	3.5%
O=c1c2c(-c3cccs3)csc2ncn1/N=C/c1ccc(OC(F)F)cc1	·	12%
OCCC1CN(C2CCN(c3ccccc3F)CC2)CCN1Cc1ccccc1 (centres undefined)	4	-0.6%
O=C(c1ccco1)N1CCN(C(=O)c2cc(-c3ccccn3)nc3ccccc23)CC1	6	1.4%
CCO[C@@H]1OC(C(=O)O)=C[C@H](c2ccc(Br)cc2)[C@H]1CCCO	·	0.2%
Cc1ccnc(NC(=O)CC(c2ccccc2)c2ccccc2)n1	7	2.5%
CCCS(=O)(=O)N1CCN(c2ccccn2)CC1	45	-0.4%
O=C(Nc1ccc(-c2nc3ccc(NC(=O)c4cccs4)cc3[nH]2)cc1)c1cccs1	11	4.9%
COc1ccccc1C(=O)C1CCCN(C(=O)CN2CCCCC2=O)C1 (centres undefined)	·	-0.9%
COc1ccc(S(=O)(=O)c2nnn(-c3cccc(OC)c3)c2N)cc1	-2	1.8%
COCCn1c(C)cc(C2=NNC(=NC(C)(C)C)SC2)c1C	-10	1.2%
O=C(CCC1COc2ccccc2O1)Nc1ccc(Cl)cn1 (centres undefined)	-1	-7.7%
CCn1c(=O)c(C(=O)NCc2cccnc2)c(O)c2ccccc21	7	-0.7%
CCC(=O)Nc1ccc(NC(=O)c2c(C)nc3ccccn23)cc1	-12	1.7%
O=C1Nc2ccc([N+](=O)[O-])cc2OC1CCN1CCN(c2ccccc2)CC1 (centres undefined)	10	0.2%
CCOC(=O)c1nc(NCCc2ccccc2)sc1C	3	3.3%
CC(C)=CC1C=C(C)C(C)C2C(=O)NNC(=O)C12 (centres undefined)	90	-5.0%
Cc1cc(=O)[nH]c(SCc2nc3ccccc3n2Cc2ccccc2)n1	·	3.0%
COc1ccc(C2CC(Cn3cc(C#N)c(=O)n(C)c3=O)ON2C)cc1 (centres undefined)	3	-0.9%
C/C(=C\C(=O)C(F)(F)F)Nc1ccc(C(F)(F)F)cc1	-5	1.5%
Cc1cc(C)nc(NS(=O)(=O)c2ccc(-n3cccc3)cc2)n1	·	1.2%
CCCCOC(=O)C1[C@H]2C(=O)N(CCc3ccccc3)C[C@]23C=C[C@H]1O3 (some centres undefined)	-6	-3.1%
c1ccc(-c2csc(Nc3nc(N4CCOCC4)nc(N4CCOCC4)n3)n2)cc1	·	3.1%
O=C(NCc1ccc2c(c1)OCO2)C(=O)Nc1ccccc1	-13	-1.1%
CCCCNC(=O)C(=O)NCCCn1ccnc1	-8	0.3%
C=CCn1c(SCC(=O)Nc2ncc(Cc3ccc(Br)cc3)s2)nnc1-c1ccncc1	·	-3.8%
CSC1=N/C(=C/c2cccnc2)C(=O)N1Cc1ccc(Cl)cc1	-6	·
CCSc1nc2ccccc2[nH]1	10	4.2%&-0.2%
Nc1ccn(Cc2cccc(F)c2)n1	3	-2.7%
CCOC(=O)c1ccc(CSc2n[nH]c(C)n2)o1	·	4.2%
CC(=O)N1CCc2cc(S(=O)(=O)NC(CC(C)C)C(=O)N3CCc4ccccc4C3)ccc21 (centres undefined)	15	2.6%
COc1ccc(N2C(=O)CCC(C(=O)O)C2c2ccc(F)cc2)cc1 (centres undefined)	·	2.0%
COc1ccc(Nc2nc(-c3ccccc3)nc3ccccc23)cc1S(=O)(=O)N1CCOCC1	·	4.3%
O=C(c1cccnc1)N1CCN(C(=O)c2ccco2)CC1	·	-1.4%
CCN(C(=O)CN1CCN(c2cccc(Cl)c2)CC1)c1c(N)n(Cc2ccccc2)c(=O)[nH]c1=O	-19	-2.9%
C=CCN(c1ccc(Cl)cc1)S(=O)(=O)c1cccc(C(=O)O)c1	3	1.6%
CCOC(=O)Cc1csc(SCn2nnc3ccccc3c2=O)n1	1	0.3%
CN1CCN(C(=S)NC(CC(=O)c2ccccc2)c2ccccc2)CC1 (centres undefined)	-12	2.4%
O=C(C1CCC(CNc2c(N3CCOCC3)c(=O)c2=O)CC1)N1CCN(c2ccccc2)CC1 (centres undefined)	·	3.2%
CCOc1cc(-c2nc(-c3ccc(OC)cc3)no2)cc(OCC)c1OCC	·	-3.0%
CC1CN(C2CC(C)(C)NC(C)(C)C2)CCC1=O (centres undefined)	·	1.4%
COc1cccc(-c2nc(CS(=O)(=O)CC(=O)NC3CCCc4ccccc43)c(C)o2)c1 (centres undefined)	-11	5.2%
Cc1ccc(SCC(=O)Nc2ccc(-c3nnc(-c4ccco4)o3)cc2)cc1	·	3.7%
CCN1CC2([N+](=O)[O-])CC=C(Cl)C([N+](=O)[O-])(C1)C2 (centres undefined)	·	-3.1%
O=c1[nH]c2ccccc2nc1/C=C(\O)c1cccs1	4	-0.3%

Look-ups from the entries so far.
O=C(c1cccnc1)N1CCN(C(=O)c2ccco2)CC1 @ GlmU inhibition = -1.4%
CN1CCN(C(=S)NC(CC(=O)c2ccccc2)c2ccccc2)CC1 (centres undefined) @ Mtb RmlCD inh = -12
COc1cccc(-c2nc(CS(=O)(=O)CC(=O)NC3CCCc4ccccc43)c(C)o2)c1 (centres undefined) @ GlmU inhibition = 5.2%
CCN(C(=O)CN1CCN(c2cccc(Cl)c2)CC1)c1c(N)n(Cc2ccccc2)c(=O)[nH]c1=O @ Mtb RmlCD inh = -19

New compounds follow.
structure	Mtb RmlCD inh	GlmU inhibition
CCCCc1ccc(NC(=O)CC(C)(C)C)cc1	6	0.4%
CCOC(=O)/C(=N/Nc1ccccc1)N1CCCc2ccccc21	5	1.7%
CC(C)(C)n1ncc2c(=O)n(Cc3ccc(Cl)c(Cl)c3)cnc21	4	-2.7%
CCCCC(CCC(=O)O)(C(=O)OCC)c1csc(Nc2ccc(OCC)cc2)n1 (centres undefined)	6	3.6%
NC(=O)NC(=O)CSc1nc(C2CCCCC2)n(-c2ccccc2)n1	-12	1.5%
Nc1c([N+](=O)[O-])c(=O)oc2ccccc12	-11	-3.4%
O=C1N/C(=N\N=C\c2cccs2)SC1Cc1ccc(Cl)c(Cl)c1 (centres undefined)	-4	-7.0%
Nc1nc(Cl)cc(-c2ccccc2)n1	13	-4.4%
N#Cc1ccc(-c2ccc(OCC(=O)NCCCN3CCCC3=O)cc2)cc1	-8	0.7%
CSc1nc2c(C)c(C)c(C)c(C)c2[nH]1	6	-1.5%
O=C(Nc1ccc2nsnc2c1)N1CCCCCC1	·	2.0%
C/C(=N\NC(=O)c1c(C)nc2ccccn12)c1cccc([N+](=O)[O-])c1	6	-3.6%

2 of these compounds, set out differently:
Screens in order: Mtb RmlCD inh	GlmU inhibition
CCCCOC(=O)C1[C@H]2C(=O)N(CCc3ccccc3)C[C@]23C=C[C@H]1O3 (some centres undefined)
    -6	-3.1%
c1ccc(-c2csc(Nc3nc(N4CCOCC4)nc(N4CCOCC4)n3)n2)cc1
    ·	3.1%

Other records follow:
structure	Mtb RmlCD inh	GlmU inhibition
CCC(=O)NCc1cc(-c2nn(C)c(=O)c3ccccc23)ccc1OC	8	1.0%
COc1ccc(/C=N/OC/C(O)=C(\C#N)c2nc3ccccc3[nH]2)cc1	1	-2.4%
Cc1ccc2nc(SCC(=O)Nc3ccc4sc(C)nc4c3)c(C#N)cc2c1	8	5.7%
COc1cccc(Nc2nc(NCC3CCCO3)c3ccccc3n2)c1 (centres undefined)	·	-9.3%
COc1ccc(N2CCN(C(=O)CN(Cc3ccc(Cl)cc3)S(C)(=O)=O)CC2)cc1	-9	-2.2%
CCOC(=O)c1sc(=S)n(C)c1NC(=O)c1ccccc1Cl	9	-2.1%
COc1cc2c(cc1OC)CN(C(C)C(=O)Nc1ccc(NC(C)=O)cc1)CC2 (centres undefined)	4	·
COC(=O)c1sc(C(=O)OC)c(C(=O)OC)c1C(=O)OC	-3	5.5%
Nc1nnc(SCC(=O)OCc2ccccc2)s1	0	-1.6%
CSc1ccc(CNC(C)C(O)c2ccccc2)cc1 (centres undefined)	-3	-5.3%
CCOC(=O)COc1ccc(C(=O)NC2CCCCC2)cc1	-12	1.4%
CC(C(=O)Nc1ccc2c(c1)OCO2)N1CCN(C)CC1 (centres undefined)	3	·
Cc1ccc2c(c1)nnn2C1CCN(C(=O)c2cccs2)CC1	-7	-2.2%

Some of the compounds tested. The share of hits here may be higher or lower than overall.
